Source: PubChem
HEK293 tox – cytotoxicity counter-screen for GLP-1 receptor inverse agonists; Potency, µM (doses to about 38.3 µM), without a hit: at the highest dose activity change, negative = inhibition, usual class: inhibitors; HEK293 cAMP-luciferase reporter cells, luminescence, 24 h; 0.13% of 410,000 active;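 also: loss of luciferase light is scored as toxicity; potency is read from the fitted curve at half-maximal effect; % is scaled to controls: 0 for no effect and ±100 for the full control effect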
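1536-well qHTS counterscreen of the MLSMR; 200 cells/uL, 12 h pre-incubation, 23 nL cpd, 24 h at 37 deg C 5% CO2, luciferase detection reagent, 12 min RT, luminescence. Inhibition = undesired.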
SW480 rerep – induces DNA re-replication in SW480 colon adenocarcinoma cells | SW480 DNA re-replication, Hoechst DNA content imaging, 48 h | Potency, µM (doses to about 46.1 µM), inactives show at the top dose re-replication activation, hits mostly activators | 1.8% of 340,000 active | AID 624297; also: potency is read from the fitted curve at half-maximal effect; % of control where 0% means no effect; nearly all actives have a fitted effect of over 55% in size
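Quantitative HTS format with DMSO vehicle controls; 48 hr drug incubation at 37 C, then 40 min Hoechst staining and scanning imager measurement at 405 nm excitation.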
HT1080-NT tox – kills 2HG-producing HT-1080-NT fibrosarcoma cells; Potency, µM (top dose mostly 46.1 µM), for the others: at the top dose activity, negative = less viability, actives largely listed as cytotoxic; HT-1080-NT fibrosarcoma viability, CellTiter-Glo ATP luminescence, 48 h; AID 686970; 1.6% of 360,000 active;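 also: NT is the 2HG producing partner of a matched IDH1 knockdown line; potency is read from the fitted curve at half-maximal effect; 0% = DMSO-treated cells and -100% = media-only wells without cells; nearly all actives have a fitted effect of over 55% in size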
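Toxicity toward the 2HG-producing NT line was scored as %Activity, normalised to DMSO and no-cell wells, from CellTiter-Glo luminescence after 48 hours' treatment.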
KB-3-1 cytotox – kills parental KB-3-1 adenocarcinoma cells; AID 1347075; Potency, µM (titrated, usually from 46.1 µM), inactives show top-dose activity change, negative = cytotoxic, actives largely listed as cytotoxic; KB-3-1 viability, CellTiter-Glo ATP luminescence, 72 h; 1.4% of 400,000 active; also: potency is read from the fitted curve at half-maximal effect; % is scaled to controls: 0 for no effect and ±100 for the full control effect; nearly all actives have a fitted effect of over 60% in size
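Multi-concentration cytotoxicity screen in KB-3-1 cells grown in DMEM lacking phenol red with 10% FBS. After 72 h at 37 °C with compound, ATP-dependent luminescence was recorded.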
HT1080 IDH1KD tx – toxicity to HT-1080 IDH1 knockdown cells (counter line) | HT-1080 IDH1 knockdown viability, ATP luminescence, 48 h | Potency, µM (highest dose often 46.1 µM), inactives show at the top dose activity, negative = toxicity, most hits filed as cytotoxic | 2% of 360,000 active | AID 686971;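 also: potency is read from the fitted curve at half-maximal effect; 0% = DMSO wells and -100% = cell-free medium wells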
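Viability of IDH1-knockdown HT-1080 fibrosarcoma cells was assessed by CellTiter-Glo after 48 h at 37 °C with titrated compound; concentration-effect curves were classified by fit quality and response size.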
D3 ag – agonists of human D3 dopamine receptor | P35462 | max activation, % | 0.58% of 410,000 active | AID 652048 | D3R DiscoveRx beta-arrestin cells, luminescence, 90 min; in the data active = max activation above about 30%; also: 0% is about no effect; mostly tested at two doses, the higher about 12 µM
Target sequence (P35462 whole entry, looked up): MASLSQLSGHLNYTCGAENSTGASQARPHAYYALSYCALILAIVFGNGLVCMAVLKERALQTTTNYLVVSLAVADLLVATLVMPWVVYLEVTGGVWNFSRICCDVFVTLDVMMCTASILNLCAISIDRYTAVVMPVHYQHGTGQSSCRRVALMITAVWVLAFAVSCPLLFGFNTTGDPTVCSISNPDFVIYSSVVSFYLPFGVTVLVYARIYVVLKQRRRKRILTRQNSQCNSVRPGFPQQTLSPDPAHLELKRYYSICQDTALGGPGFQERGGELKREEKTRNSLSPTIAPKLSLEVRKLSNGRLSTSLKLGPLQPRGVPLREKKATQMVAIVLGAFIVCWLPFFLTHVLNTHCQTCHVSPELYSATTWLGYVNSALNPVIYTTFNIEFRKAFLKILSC
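Cells at 1500/well, incubated overnight, then treated with pinned compounds (dopamine as control) for 90 min at 37 degrees C. DiscoveRx reagent added for 30 - 60 minutes at room temperature; luminescence read.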
KB-V1 cytotox – kills drug-selected multidrug resistant KB-V1 cells. KB-V1 MDR cells viability, CellTiter-Glo, 72 h. Potency, µM (doses to about 46.1 µM), inactives show at the highest dose activity change, negative = cytotoxicity, most hits filed as cytotoxic. 3.4% of 400,000 active. AID 1347076; also: potency is read from the fitted curve at half-maximal effect; % is scaled to controls: 0 for no effect and ±100 for the full control effect; nearly all actives have a fitted effect of over 60% in size
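Readout: CellTiter-Glo luminescence, 10 min after addition. Cells: KB-V1 MDR subline, 72 h at 37 degrees C with compound. Analysis: corrected, normalized data fitted to concentration-effect curves.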
MCF10A rerep – DNA re-replication induction in MCF 10a cells; MCF 10A DNA re-replication, Hoechst nuclear intensity, 48 h; AID 624296; Potency, µM (top dose mostly 46.1 µM), for inactives: top-dose activity, positive = re-replication, most hits filed as activators; 2.9% of 350,000 active; also: potency is read from the fitted curve at half-maximal effect; % of control where 0% means no effect; nearly all actives have a fitted effect of over 50% in size
IL1B secr inh – inhibitors of inflammasome signaling (IL-1 beta secretion) | 4.7% of 360,000 active | THP-1 LPS/ATP IL-1B secretion, AlphaLISA, 16 h; active compounds read low | activity change, % at 57.5 µM; in the data active = activity change below about -50%; inconclusive = mostly about -30% to -49%; also: % is scaled to controls: 0 for no effect and ±100 for the full control effect
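THP-1 cells pretreated 1 hr with compounds (up to 57.5 uM final), then stimulated with LPS (250 ng/mL final) plus ATP (1.25 mM final); secreted IL-1B measured by AlphaLISA after 16 hr, decreased signal indicating inhibition.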
Starred values were filed as active, the others as inactive; u = inconclusive; x = not tested or not shown; & = joins results of further samples; [ ] = remark or other dose. Unless noted, calls follow the shape of the dose curve; as a rule, active = well fitted curve in the direction sought with a large enough effect; inconclusive = small, poorly fitted or top-dose-only effect, or another doubt; inactive = no such curve, though single readings can be large; an effect the other way counts as inactive or inconclusive.

No. | SMILES | HEK293 tox | SW480 rerep | HT1080-NT tox | KB-3-1 cytotox | HT1080 IDH1KD tx | D3 ag | KB-V1 cytotox | MCF10A rerep | IL1B secr inh
1 | CCCCNc1nc(-c2ccccc2)nc(-n2ccnc2)n1 | -9% | 12% | 24% | -4% | 20% | 4 | 0% | 13% | 59
2 | Fc1ccccc1CNc1nc(-c2cccnc2)nc2ccccc12 | -12% | u | -20% | -14% | -23% | -6 | -15% | u | -97*
3 | COc1cc(-c2nc(-c3ccc(NC(=O)c4ccc5c(c4)OCO5)cc3)no2)cc(OC)c1OC | -24% | u | 4.6µM* | -2% | 5.2µM* | 7 | 0% | 9.2µM* | u
4 | Cn1c(N)c(N2CCCCC2)c(=O)n(CC(=O)Nc2cccc(C#N)c2)c1=O | -2% | 2% | -3% | u | 14% | 1 | 13% | 2% | 16
5 | CCOC(=O)c1ccc(Nc2nc(C)cc(C)c2C#N)cc1 | 1% | -4% | u | -4% | -4% | 13 | -23% | 10% | 0
6 | Cn1c(N2CCC(C(N)=O)CC2)nc2c1c(=O)n(Cc1ccc(Cl)cc1)c(=O)n2C | 1% | -17% | -16% | 1% | -13% | 7 | -25% | -2% | 17
7 | Cn1c(=O)cc(OCCCC(=O)N2CCN(c3ccccc3)CC2)c2ccccc21 | 2% | -1% | -5% | -4% | -19% | -5 | u | 9.2µM* | -6
8 | CCOc1cc(/C=C2\C(=O)N(c3cccc(C(F)(F)F)c3)C(=O)c3ccccc32)ccc1O | -1% | 1% | -3% | -5% | -21% | 0 | -5% | u | 14
9 | CCN(CC)S(=O)(=O)c1ccc(-c2cn3ccc(C)cc3n2)cc1 | -10% | -19% | 21% | 0% | 11% | 18 | 24% | -4% | -1
10 | O=C(CSc1nnc(CNC(=O)c2c(F)cccc2F)o1)NCc1ccccc1 | -1% | 8% | 6% | x | 8% | 10 | x | 1% | 8
11 | O=C(Nc1ccc(Cl)cc1-c1nc2ccccc2s1)c1ccco1 | 8% | 4% | -15% | -15% | -12% | 0 | 0% | u | 19
12 | CCCCCn1c(=O)[nH]c2cc(C(=O)N3CCN(c4ccccc4F)CC3)ccc2c1=O | 0%&7% | 14% | -1% | -20%&-4% | -4% | -3&7 | u | 16% | 28
13 | COc1cc2ccccc2cc1C(=O)N(CCN(C)C)c1nc2c(F)cc(F)cc2s1 | 4% | -10% | u | -6% | u | -21 | -2% | u | u
14 | CCOc1cc(NC(=S)NCC2CCCO2)c(OCC)cc1NC(=O)c1ccccc1C (stereo unspecified) | -32% | 13% | 2% | -15% | 8% | 1 | -17% | -179%[0.0737 µM] | 17
15 | CS(=O)(=O)N1CCN(c2ccnc3cc(Cl)ccc23)CC1 | 0% | -1% | -27% | 22% | -14% | -2 | -13% | -4% | -9
16 | CC(=O)Nc1ccc(S(=O)(=O)NC2=NCN(c3ccc([N+](=O)[O-])cc3)CN2)cc1 | 12% | 13% | -1% | -13% | -1% | -14 | 17% | 13% | -8
17 | Cc1cc(NCCN2CCOCC2)c2ccc3ccccc3c2n1 | u | u | u | u | u | -7 | u | u | -82*
18 | CCc1nnc(NC(=O)CCC(=O)N2CCN(c3cc(Cl)ccc3C)CC2)s1 | -9% | 0% | -27% | -8% | -7% | -4 | u | 16% | 22
19 | Cc1cc(C)c2nc(NC(=O)c3cccc(S(=O)(=O)N4CCc5ccccc54)c3)sc2c1 | -12% | -10% | 15% | -4% | 17% | 12 | -7% | u | 21
20 | COc1cccc(CNC(=O)C(C)n2ccc3cc(S(=O)(=O)N4CCCCCC4)ccc32)c1 (stereo unspecified) | -7%&-1% | 19% | -6% | 0%&0% | -3% | 0&7 | 10%&-10% | 12% | -27
21 | CCC(C(=O)Nc1ccccc1OC)n1c(C(=O)OC)cc2ccsc21 (stereo unspecified) | 10% | u | x | -10% | x | -6 | 0% | u | -57*
22 | Cc1ccc(CNC(=O)C2CCCN(c3cnccn3)C2)cc1 (stereo unspecified) | 1% | 6% | 10% | 2% | 11% | -14 | 8% | -3% | 8
23 | CC(=O)NCCCc1nc2ccccc2n1Cc1ccc(C)cc1 | -1% | 0%[9.22 µM] | -4% | -4% | 6% | 3 | -12% | 6% | -16
24 | Cc1ccc(S(=O)(=O)Nc2cccc(C(=O)N3CCN(c4ccccc4O)CC3)c2)cc1F | -15% | -18% | -2% | 1% | 0% | 12 | 16% | u | -7
25 | O=C(c1ccc(NS(=O)(=O)c2cccc(F)c2)cc1)N1CCCC1 | -2% | -3% | 20% | -2% | 16% | 0 | -7% | -3% | 6
26 | COc1ccccc1CC(NC(C)=O)C(=O)NC1CCN(C(=O)c2ccc([N+](=O)[O-])cc2)CC1 (stereo unspecified) | 1% | -4% | 2% | -4% | -6% | 2 | 26% | -9% | -4
27 | Cc1ccc(Nc2nnc(SC3CCOC3=O)s2)c(C)c1 (stereo unspecified) | -11% | 0% | 15% | 26% | 14% | 4 | -6% | 1% | -6
28 | COc1cc2c(cc1OC)C(COc1cccc(C(F)(F)F)c1)N(C(=O)c1ccc(S(=O)(=O)N3CCCC3)cc1)CC2 (stereo unspecified) | 5% | x | x | 1% | x | 6 | -12% | x | x
29 | CCN(CC)S(=O)(=O)c1ccc(F)cc1 | 1% | -6% | 7% | 0% | 8% | 7 | 0% | -2% | 0
30 | O=C(CSc1cn[nH]n1)Nc1cccc(C(=O)O)c1 | 3% | -3% | 1% | u | -5% | 2 | 14% | 3% | 28
31 | Cc1occc1C(=O)N/N=C/C1=C(N2CCOCC2)C(=C\c2ccc(Cl)cc2Cl)/CC1 | 8% | 2.9µM* | 6% | 1% | 7% | 2 | u | 2.1µM* | -11
32 | COc1ccc(CCNC(=O)c2cccc(S(=O)(=O)NC(C)c3ccccc3)c2)cc1 (stereo unspecified) | 7% | -6% | -4% | 8% | 4% | -3 | 3% | 1% | -24
33 | NC(=O)CCN(C(=O)c1cccc(S(=O)(=O)N2CCc3ccccc32)c1)c1ccccc1 | -15% | -8% | 0% | 0% | 2% | 2 | u | 3% | 11
34 | COCC(=O)N/N=C\c1ccccc1OC/C=C/c1ccccc1 | -18% | u | -2% | u | u | 2 | -23% | 104% | 41
35 | S=C(c1ccc(-c2ccc(Br)cc2)o1)N1CCCCC1 | -8% | -8% | 22% | 6% | 16% | 1 | u | -4% | -10
36 | Cc1ccc([N+](=O)[O-])c(OCCn2cnc3ccccc32)c1 | -4% | 3% | 1% | u | -2% | -18 | 15µM* | 0% | u
37 | Cc1ccc(/C([O-])=C(/C(=S)NCc2ccccc2)[n+]2ccccc2)cc1[N+](=O)[O-] | -13% | 67%[1.84 µM] | -10% | -5% | -6% | -15 | 2% | -19% | -24
38 | O=C(Nc1ccccc1)Nc1ccc2ncoc2c1 | 4% | -12% | 2% | 9% | 0% | -5 | -10% | -12% | -63*
39 | O=C(NCCCN1CCCC1=O)c1ccc2c(=O)n(Cc3ccco3)c(=S)[nH]c2c1 | -11% | -28% | 1% | u | 0% | 2 | 18% | -10% | 7
40 | Cc1nc2ccc([N+](=O)[O-])cc2c(=O)n1Cc1ccccc1Br | -4% | -2%[9.22 µM] | -5% | -22% | -14% | 8 | -7% | 21% | -15
41 | CCC1CN(C(=O)NCc2cccc(OC)c2)c2cc(Cl)ccc2O1 (stereo unspecified) | 0%&24% | -5% | -2% | 2% | -6% | 2&5 | 1% | u | 0
42 | COC(=O)C1=C(C(=O)OC)C2(OC1c1ccccc1C)C(=O)c1ccccc1C2=O (stereo unspecified) | -17% | -2% | 13% | -3% | 11% | -3 | 0% | 3% | 47
43 | CC(NC(=O)c1ccccc1)C(=O)N/N=C/c1ccco1 (stereo unspecified) | 12% | -8% | 0% | -6% | 30% | -11 | 8% | 5% | 1
44 | O=C(N/N=C/C(Cl)=C\c1ccccc1)c1cccs1 | -21% | 1% | 5% | 1% | u | 2 | 16% | 0% | -6
45 | O=C(NC(Cc1c[nH]c2ccccc12)C(=O)O)c1cccc(S(=O)(=O)N2CCCCC2)c1 (stereo unspecified) | 1% | x | -2% | 1% | -1% | 3 | -4% | x | 14
46 | CCCN1CCN(CCCNC(=O)c2cc3c(=O)n(CC)c4ccccc4c3s2)CC1 | -17% | x | x | -6% | x | -21 | u | x | x

Of the compounds above, these have an aryl methoxy group.
No. | SMILES | HEK293 tox | SW480 rerep | HT1080-NT tox | KB-3-1 cytotox | HT1080 IDH1KD tx | D3 ag | KB-V1 cytotox | MCF10A rerep | IL1B secr inh
3 | COc1cc(-c2nc(-c3ccc(NC(=O)c4ccc5c(c4)OCO5)cc3)no2)cc(OC)c1OC | -24% | u | 4.6µM* | -2% | 5.2µM* | 7 | 0% | 9.2µM* | u
13 | COc1cc2ccccc2cc1C(=O)N(CCN(C)C)c1nc2c(F)cc(F)cc2s1 | 4% | -10% | u | -6% | u | -21 | -2% | u | u
20 | COc1cccc(CNC(=O)C(C)n2ccc3cc(S(=O)(=O)N4CCCCCC4)ccc32)c1 (stereo unspecified) | -7%&-1% | 19% | -6% | 0%&0% | -3% | 0&7 | 10%&-10% | 12% | -27
21 | CCC(C(=O)Nc1ccccc1OC)n1c(C(=O)OC)cc2ccsc21 (stereo unspecified) | 10% | u | x | -10% | x | -6 | 0% | u | -57*
26 | COc1ccccc1CC(NC(C)=O)C(=O)NC1CCN(C(=O)c2ccc([N+](=O)[O-])cc2)CC1 (stereo unspecified) | 1% | -4% | 2% | -4% | -6% | 2 | 26% | -9% | -4
28 | COc1cc2c(cc1OC)C(COc1cccc(C(F)(F)F)c1)N(C(=O)c1ccc(S(=O)(=O)N3CCCC3)cc1)CC2 (stereo unspecified) | 5% | x | x | 1% | x | 6 | -12% | x | x
32 | COc1ccc(CCNC(=O)c2cccc(S(=O)(=O)NC(C)c3ccccc3)c2)cc1 (stereo unspecified) | 7% | -6% | -4% | 8% | 4% | -3 | 3% | 1% | -24
41 | CCC1CN(C(=O)NCc2cccc(OC)c2)c2cc(Cl)ccc2O1 (stereo unspecified) | 0%&24% | -5% | -2% | 2% | -6% | 2&5 | 1% | u | 0

No enrichment for hits; 11% or so of the library scored in one or more.
